DT40 TDP1 no CPT = qHTS for Inhibitors of human tyrosyl-DNA phosphodiesterase 1 (TDP1): qHTS in cells in absence of CPT; DT40 Tdp1-/- hTDP1 cells, no CPT, ATP luminescence, 48 h; Potency, µM (doses to about 46.2 µM), for inactives: top-dose activity change, negative = growth inhibition, actives largely listed as inhibitors; hit rate 15% among 420,000; also: nearly all actives have a fitted effect of over 55% in size
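Chicken DT40 Tdp1-/- cells stably complemented with human TDP1 were seeded at 400 cells/well with DMSO in place of 20 nM camptothecin. After compound pinning, cells grew at least 48 hr at 37 °C; viability read by CellTiter-Glo luminescence.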
TDP1 cell CPT = DT40-hTDP1 cell growth loss with CPT; chicken DT40 Tdp1-/-;hTDP1 cells + 20 nM CPT, ATP luminescence, 48 h; hit rate 12% among 420,000; Potency, µM (doses to about 46.2 µM), without a hit: top-dose activity change, negative = growth inhibition, usual class: inhibitors; also: nearly all actives have a fitted effect of over 55% in size
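Cell growth measured by CellTiter-Glo luminescence after a minimum 48 h, 37 C compound exposure with 20 nM CPT in Tdp1-knockout DT40 cells stably expressing hTDP1, seeded 400/well; qHTS titration format.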
TDP1 inh = blocks human tyrosyl-DNA phosphodiesterase 1 | Q9NUW8 | recombinant TDP1, AlphaScreen DNA substrate cleavage | Potency, µM (titrated, usually from 130 µM), for the others: at the top dose activity change, negative = inhibition, most hits filed as inhibitors | hit rate 0.28% among 350,000 | AID 485290; also: nearly all actives have a fitted effect of over 40% in size
Target sequence (Q9NUW8 whole entry, looked up): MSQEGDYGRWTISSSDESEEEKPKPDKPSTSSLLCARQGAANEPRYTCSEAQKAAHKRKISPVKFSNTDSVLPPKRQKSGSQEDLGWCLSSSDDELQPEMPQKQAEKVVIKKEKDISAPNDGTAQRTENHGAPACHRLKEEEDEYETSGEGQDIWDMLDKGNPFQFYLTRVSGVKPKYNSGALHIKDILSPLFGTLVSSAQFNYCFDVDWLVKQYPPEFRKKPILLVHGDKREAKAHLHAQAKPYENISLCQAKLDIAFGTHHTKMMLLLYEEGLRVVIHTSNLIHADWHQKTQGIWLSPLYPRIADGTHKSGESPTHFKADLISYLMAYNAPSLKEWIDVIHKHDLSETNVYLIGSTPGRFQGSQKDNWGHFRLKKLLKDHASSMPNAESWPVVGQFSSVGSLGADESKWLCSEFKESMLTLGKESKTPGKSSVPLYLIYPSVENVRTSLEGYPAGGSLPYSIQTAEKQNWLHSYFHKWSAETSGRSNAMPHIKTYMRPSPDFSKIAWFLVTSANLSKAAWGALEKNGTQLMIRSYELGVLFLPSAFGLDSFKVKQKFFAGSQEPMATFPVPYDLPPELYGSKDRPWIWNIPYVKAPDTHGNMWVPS
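Tdp1 1 nM final; 15 min RT w/ cpd; substrate 15 nM, 5 min; beads 10 ug/ml, 10 min; AlphaScreen read. Neg ctrl: no enzyme.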
Numbers without * were called inactive; u = inconclusive; x = not tested or not shown; & = joins results of further samples; [ ] = another dose, or the depositor's remark. Calls follow the shape of the dose curve; as a rule, active = well fitted curve in the direction sought with a large enough effect; inconclusive = small, poorly fitted or top-dose-only effect, or another doubt; inactive = no such curve, though single readings can be large; an effect the other way counts as inactive or inconclusive. % is scaled to controls: 0 for no effect and ±100 for the full control effect; potency is read from the fitted curve at half-maximal effect.

entry	molecule	DT40 TDP1 no CPT	TDP1 cell CPT	TDP1 inh
1	CCN(C(=O)c1cn(-c2cccc(OC)c2)c(=O)c2ccccc12)c1ccccc1C	u	u	5%
2	Cc1coc2c1C(=O)C(=O)c1c-2ccc2c(C)cccc12	4.6µM*	2.9µM*	6%
3	CCN1CCN(C(=O)c2cc3cc(F)ccc3[nH]2)CC1	-29%	u	x
4	CCN(CC)C(=O)C(=O)c1cccn1-c1ccc(C#N)cc1	-20%	-7%	x
5	S=c1[nH]nc(-c2cccnc2)n1Cc1ccccc1	-10%	-8%	-9%
6	O=C(NCC(c1cccs1)S(=O)(=O)c1cccs1)c1ccc(F)c(F)c1 (centres undefined)	u	u	5%
7	CCCn1c(N)c(C(=O)CSc2nnc(N)s2)c(=O)[nH]c1=O	-15%	-4%	1%
8	O=C(CCN1C(=O)/C(=C/c2ccc(F)cc2)SC1=S)NNC(=O)c1ccncc1	u	u	5%

Single values from the list.
In TDP1 inh, compound 1 has the entry 5%
In DT40 TDP1 no CPT, compound 3 has the entry -29%

(more compounds)
entry	molecule	DT40 TDP1 no CPT	TDP1 cell CPT	TDP1 inh
9	Clc1ccc(-c2cccc3nccn23)cc1	u	-7%	x
10	CCOC(=O)NC(=O)CSc1ccccn1	6%	7%	4%
11	COc1ccccc1C(=O)N(CCN(C)C)c1nc2cc(C)cc(C)c2s1	26µM*	u	6%
12	COC(=O)[C@]12CCCCC=C1N(Cc1cccc3ccccc13)C(=O)[C@H](CC(=O)N1CCN(C(=O)c3ccco3)CC1)C2	u	u	x
13	Nc1nonc1-c1noc(CCCN2C(=O)c3ccccc3C2=O)n1	-14%	0%	4%
14	Cc1c(NC(=O)COC(=O)CSc2ccc(C(N)=O)cc2[N+](=O)[O-])c(=O)n(-c2ccccc2)n1C	-1%	13%	2%
15	C[C@@H](CC#N)CN1CC[C@H](C(C)(C)C)CCC1=O	-4%&-17%	1%&-25%	x
16	COc1ccc(CCN(C)C(=O)CN2C(=O)NC3(CCCCCC3)C2=O)cc1OC	-26%	-28%	0%
17	c1ccc(-c2nnn(C34CC5CC(CC(C5)C3)C4)n2)cc1	u	u	3%
18	CCC(C)(C)C1CCC2(CC1)NC(=O)N(CC(=O)N(C)Cc1ccc3c(c1)OCCO3)C2=O (centres undefined)	21µM*	u	2%
19	CCOC(=O)c1sc(-c2ccccc2)nc1C	-13%	1%	-11%
20	COC(=O)c1cc(=O)n2c(-c3ccccc3)csc2n1	2%	1%	4%
21	COc1ccc(OC)c(NC(=O)c2c(NCc3ccc(C)o3)sc3c2CCCCC3)c1	7.3µM*	6.5µM*	9%
22	NC(=O)CSc1nc(-c2ccccc2)nc2ccccc12	-10%	-15%	x
23	CC(=O)/C(=N/Nc1cccc(Cl)c1)Sc1nnc(C(O)c2ccccc2)n1-c1ccccc1 (centres undefined)	-17%	-12%	6%
24	O=C(Nc1ccc2cn[nH]c2c1)c1c(Cl)cccc1Cl	u	-18%	-5%

Single records (already shown):
`CC(=O)/C(=N/Nc1cccc(Cl)c1)Sc1nnc(C(O)c2ccccc2)n1-c1ccccc1` (centres undefined) as listed: DT40 TDP1 no CPT = -17%; TDP1 cell CPT = -12%; TDP1 inh = 6%
`CCC(C)(C)C1CCC2(CC1)NC(=O)N(CC(=O)N(C)Cc1ccc3c(c1)OCCO3)C2=O` (centres undefined) as listed: DT40 TDP1 no CPT = 21µM*; TDP1 cell CPT = u; TDP1 inh = 2%

Later entries.
entry	molecule	DT40 TDP1 no CPT	TDP1 cell CPT	TDP1 inh
25	CCCCC(=O)Nc1c(O)c2ccccc2[nH]c1=O	-15%	2%	-2%
26	N#Cc1ccc(NC(=S)N2CCC3CC2c2cc(-c4ccc5c(c4)OCO5)ccc23)cc1 (centres undefined)	u	u	x
27	COC(=O)c1ccc(C(=O)OC)c(NC(=O)CSCc2ccccc2Br)c1	u	u	6%
28	C=CCc1cc(/C=N/n2cnnc2)cc(OCC)c1O	u	3%	-2%
29	Cc1cccc(OC(=O)c2sc(Cl)nc2C)c1	-4%	9%	1%
30	COc1ccc(-c2ccc3c(c2)C2CC3CCN2C(=O)C2CCCCC2)cc1 (centres undefined)	u	u	x
31	CCOC(=O)c1cc2ccc(OC)cc2oc1=O	-27%	0%	8%
32	Cc1c(Cl)cccc1NC(=S)NCC(C)C	u	u	8%
33	Cc1ccc(NC(=O)Cn2c3ccc(F)cc3c3nc4n(c(=O)c32)CCS4)cc1F	u	u	1%
34	CCCCCC(=O)Nc1cc2[nH]c(=O)cc(COC)c2cc1C	-2%	-15%	1%
35	Cc1cccc(CSc2nnc(-c3cnccn3)n2C)c1	-4%	-4%	1%
36	CCOC(=O)c1c(N)sc2c(OC)c(Br)ccc12	-15%	-14%	5%
37	Cc1ccc(/C=C/C(=O)c2c(C)nc3ccccn23)cc1	16µM*	16µM*	-2%
38	c1ccc(-n2ncc3c(N4CCN(CCOc5cccc6ccccc56)CC4)ncnc32)cc1	26µM*	16µM*	6%
39	O=C(O)CNS(=O)(=O)c1ccc2c(c1)C(=O)c1cc(S(=O)(=O)NCC(=O)O)ccc1-2	6%	8%	4%
40	CC1CCN(c2nc3c(c(=O)n(C)c(=O)n3C)n2CCSc2ncccn2)CC1	u	u	3%
41	COc1ccc2c(c1)C(C)CC(C)(C)N2C(=O)CSc1ncn[nH]1 (centres undefined)	-18%	-21%	-1%
42	Cc1ccc2c(c1)C(=O)CC(c1ccc3c(c1)OCCO3)O2 (centres undefined)	u	u	x
43	Cc1cc(C)nc(N2CCC(C(=O)NC3CCCc4ccccc43)CC2)n1 (centres undefined)	-7%	-10%	5%
44	C[C@H]1O[C@H](O[C@H]2[C@H](O[C@@H]3CC[C@@]4(C)C(CC[C@]5(C)C4CC=C4[C@@H]6CC(C)(C)CC[C@]6(C(=O)O[C@@H]6O[C@H](CO)[C@@H](O)[C@H](O)[C@H]6O)CC[C@]45C)C3(C)C)O[C@H](C(=O)O)[C@@H](O)[C@@H]2O)[C@@H](O)[C@@H](O)[C@@H]1O (some centres undefined)	-5%	u	x
45	CN(C(=O)c1ccccc1C(=O)OCC(=O)Nc1cccc(Br)c1)c1ccccc1	-30%	-21%	3%
46	O=C1NC(=S)N/C1=C\c1cccc([N+](=O)[O-])c1	-23%	-15%	2%
47	O=C(CC1SC(N2CCOCC2)=NC1=O)Nc1ccc(Cl)c(C(F)(F)F)c1 (centres undefined)	u	u	-1%
48	Cn1c(CCNC(=O)c2ccco2)nc2cc([N+](=O)[O-])ccc21	6%	-26%	1%
49	COc1ccc(/C=C/C2=CC(C)(C)NC(=S)N2)cc1	u	1%	6%
50	CC[C@H]1OC(=O)[C@H](C)[C@@H](O[C@H]2C[C@@](C)(OC)[C@@H](O)[C@H](C)O2)[C@H](C)[C@@H](O[C@@H]2O[C@H](C)C[C@H](N(C)C)[C@H]2O)[C@](C)(O)C[C@@H](C)[C@@H]2N[C@@H](COCCOC)O[C@@H]([C@H]2C)[C@]1(C)O	-9%	-5%	x
51	Cc1ccc([C@H]2C[C@@H](n3cc(COC(=O)c4ccccc4)nn3)[C@H](O)CN2Cc2cccs2)cc1	21µM*	u	x
52	COC(=O)c1ccc(NC(=S)NCCc2cccc(C)c2)cc1	u	u	1%
53	COc1ccc(C2=C/C(=C\c3ccccc3OC(C)=O)C(=O)O2)cc1	15µM*	21µM*	x
54	Cc1cc(Br)cc2c(C(=O)NCC3CCCO3)cc(-c3cccs3)nc12 (centres undefined)	u	u	0%
55	Cc1cc(C)nc(SCc2cc(=O)c(OC(=O)c3ccc(Cl)c([N+](=O)[O-])c3)co2)n1	-17%	-26%	-3%
56	CC(=O)Nc1ccc(C2=CC(=O)C[C@H](c3ccc4c(c3)OCO4)C2)cc1	u	u	5%
57	O=S(=O)(c1ccc(Br)cc1)N1CCOC12CCCCC2	-16%	0%	5%
58	Cc1c(=O)n(OCc2ccccc2)c2ccccc2[n+]1[O-]	u	-27%	8%
59	Cc1nn(-c2ccccc2)c(C)c1C(=O)OCC(=O)N(C)c1c(N)n(Cc2ccccc2)c(=O)[nH]c1=O	-25%	-15%	0%
60	COc1cc(/C=C/C(=O)OCC(=O)NCc2cccs2)ccc1OCC#N	-12%	2%	1%
61	COc1ccccc1CCC(=O)Nc1ccc(C)cc1Cl	-8%	-5%	0%
62	CCC(=O)NCC(c1cccs1)N1CCOCC1 (centres undefined)	-11%	u	2%
63	C#CC1(O)CC[C@H]2[C@@H]3CCC4=CCCC[C@@H]4[C@H]3CC[C@@]21C (some centres undefined)	-18%[21.1 µM]	-26%[21.1 µM]	x
64	CCC(C)NC(=O)C1CCN(S(=O)(=O)CC)CC1 (centres undefined)	-8%	-13%	2%
65	O=C(Nn1cnnc1)c1cccc(S(=O)(=O)N2CCOCC2)c1	8%	20%	-5%
66	CC1O[C@@H](OC2C(O)C(C)O[C@H](OC(=O)[C@]34CCC(C)(C)C[C@H]3C3=CCC5[C@@]6(C)CC(O)C(O[C@@H]7OC(CO)C(O)[C@@H](O)[C@@H]7O)[C@@](C)(C(=O)O)C6CC[C@@]5(C)[C@]3(CO)CC4)C2O[C@H]2OC(C)[C@@H](O[C@@H]3OCC(O[C@@H]4OC(CO)C(O)[C@H](O)C4O)[C@@H](O)[C@@H]3O)[C@H](O)C2O)C(O)C(O)C1O (some centres undefined)	-1%	12%	1%
67	O=C(O)C1CCC(C(=O)O)O1 (centres undefined)	17%	-8%	x
68	COc1ccc(CCNC(=O)c2cc(=O)n(C)c(=O)n2C)cc1OC	5%	1%	4%
69	CN(C)c1cccc(CNC(=O)c2ccc3sc([C@H]4C[C@H](O)[C@@H](CO)O4)nc3c2)c1	-21%	-4%	x
70	COc1ccc(C(=O)NCc2cn3cccc(C)c3n2)cc1OC	-3%	-5%	5%
71	COc1ccc(N2CCN(C(CNC(=O)C(=O)NCCc3c[nH]c4ccccc34)c3ccco3)CC2)cc1 (centres undefined)	u	-16%	4%
72	CCn1cc(C(C)NC(=O)Nc2ccc3c(c2)OCO3)c(C)n1 (centres undefined)	-2%	4%	3%

5 compounds picked at random from the list so far, as already listed:
entry	molecule	DT40 TDP1 no CPT	TDP1 cell CPT	TDP1 inh
69	CN(C)c1cccc(CNC(=O)c2ccc3sc([C@H]4C[C@H](O)[C@@H](CO)O4)nc3c2)c1	-21%	-4%	x
70	COc1ccc(C(=O)NCc2cn3cccc(C)c3n2)cc1OC	-3%	-5%	5%
67	O=C(O)C1CCC(C(=O)O)O1 (centres undefined)	17%	-8%	x
71	COc1ccc(N2CCN(C(CNC(=O)C(=O)NCCc3c[nH]c4ccccc34)c3ccco3)CC2)cc1 (centres undefined)	u	-16%	4%
65	O=C(Nn1cnnc1)c1cccc(S(=O)(=O)N2CCOCC2)c1	8%	20%	-5%

Carrying on:
entry	molecule	DT40 TDP1 no CPT	TDP1 cell CPT	TDP1 inh
73	CC(C)C(=O)Nc1ccc2c(c1)nc(CCN1CCN(c3ccccn3)CC1)n2C	-9%	22%	x
74	C/C(N)=C(/C#N)C(=O)CSc1nc2ccccc2n1CC(C)C	-26%	11%	0%
75	CC(C)CN1CC2(CCN(S(=O)(=O)c3ccccc3)CC2)C1	-3%	1%	x
76	CC1=C(C)CC(C(=O)Nc2ccc(C(=O)N3CCOCC3)cc2)C(C(=O)O)C1 (centres undefined)	-6%	-3%	-5%
77	Cc1ccnc(NC(=O)C23CC4CC(CC(C4)C2)C3)c1	-15%	-15%	4%
78	O=C(CCC(=O)c1ccc(F)cc1)NN1C(=O)NC2(CCCCC2)C1=O	9%	0%	x
79	CCOc1ccc(NS(=O)(=O)c2cc(C(=O)N3CC(C)OC(C)C3)ccc2C)cc1 (centres undefined)	-14%	-10%	x
80	CCOc1ccc(C(=O)NCCn2cc(SCC(=O)Nc3ccc4c(c3)OCCO4)c3ccccc32)cc1	u	u	10%
81	O=C(Cn1nnc2ccccc2c1=O)NCCc1ccc(Cl)cc1Cl	-5%	-2%	4%
82	Cc1nc2ccccc2c(=O)n1/N=C/c1cc(Br)ccc1O	u	u	x
83	CC(C)Cc1cc(C(=O)N2CCC(N3CCC(C(=O)NC4CC4)CC3)CC2)n[nH]1	-16%	20%	-3%
84	C/C(=N\NC(=O)c1cc(C(C)(C)C)[nH]n1)C12CC3CC(CC(C3)C1)C2	u	u	2%
85	Cc1cnc(-n2ncc(C(=O)NCCN3CCOCC3)c2C(C)C)nc1-c1ccc(F)cc1	-20%	0%	x
86	CCOc1ccc(Cl)cc1CSc1n[nH]c(CC)n1	u	u	-2%

Screening results from PubChem BioAssay.
